Screens from PubChem.
VIM-2 inh = blocks Pseudomonas aeruginosa VIM-2 metallo-beta-lactamase; purified VIM-2, nitrocefin hydrolysis, epi-absorbance fluorescence; inhibition, % at 5.6 µM; hit rate 0.89% among 290,000; AID 1527;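 active means inhibition above the mean of all tested compounds plus 3 SD, cutoff set per screening run, cut at about 7.5% in these data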;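 further: red hydrolysis product quenches plate fluorescence so inhibitors raise well fluorescence; 0% = enzyme with DMSO and 100% = DMSO without enzyme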
GalR3 antagonist = human GalR3 antagonism | HEK293 GalR3-CNG cAMP membrane potential fluorescence; galR3 body fused to GalR1 C-terminus | inhibition, % at 3 µM | hit rate 0.44% among 360,000;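 active means inhibition above the screen-wide average plus 3 SD, cut at about 13% in these data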;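 further: forskolin and galanin both at EC90 stimulate the cells; cAMP rise reported by CNG channel membrane potential dye signal; 0% = forskolin plus galanin with DMSO and 100% = forskolin alone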
Target sequence (O60755 1-299 limits assumed): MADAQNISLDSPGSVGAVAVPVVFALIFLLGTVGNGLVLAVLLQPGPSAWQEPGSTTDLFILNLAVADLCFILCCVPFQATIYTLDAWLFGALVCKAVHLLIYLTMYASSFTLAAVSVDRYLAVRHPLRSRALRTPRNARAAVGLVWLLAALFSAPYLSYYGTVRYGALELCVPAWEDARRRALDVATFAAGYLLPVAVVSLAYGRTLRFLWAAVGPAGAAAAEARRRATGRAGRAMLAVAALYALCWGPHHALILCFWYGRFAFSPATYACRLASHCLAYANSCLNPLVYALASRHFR
OXTR agonist = agonists of human oxytocin receptor | CHO-OTR cells, Fluo-8 calcium fluorescence; normalized: DMSO 0%, oxytocin 100% | hit rate 0.32% among 320,000 | activation, % at 3 µM | P30559 | AID 2435;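 active means activation above the mean of all tested compounds plus 3 SD, cutoff set per screening run, cut at about 20% in these data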;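 further: peak over basal fluorescence ratio from a 100 s FLIPR kinetic read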
V1R ag counter = activates human V1a receptor in oxytocin agonist counter-screen. P37288. CHO-V1R cells, Fluo-8 calcium fluorescence, agonist mode; 0% DMSO, 100% 3 nM vasopressin. activation, % at 3 µM. hit rate 0.25% among 320,000. AID 2797;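 active means activation above the mean activation of all tested compounds plus 3 SD, per screening run, cut at about 20% in these data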;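 further: signal is peak over basal fluorescence ratio across a 100 second FLIPR read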
Target sequence (P37288 whole entry, looked up): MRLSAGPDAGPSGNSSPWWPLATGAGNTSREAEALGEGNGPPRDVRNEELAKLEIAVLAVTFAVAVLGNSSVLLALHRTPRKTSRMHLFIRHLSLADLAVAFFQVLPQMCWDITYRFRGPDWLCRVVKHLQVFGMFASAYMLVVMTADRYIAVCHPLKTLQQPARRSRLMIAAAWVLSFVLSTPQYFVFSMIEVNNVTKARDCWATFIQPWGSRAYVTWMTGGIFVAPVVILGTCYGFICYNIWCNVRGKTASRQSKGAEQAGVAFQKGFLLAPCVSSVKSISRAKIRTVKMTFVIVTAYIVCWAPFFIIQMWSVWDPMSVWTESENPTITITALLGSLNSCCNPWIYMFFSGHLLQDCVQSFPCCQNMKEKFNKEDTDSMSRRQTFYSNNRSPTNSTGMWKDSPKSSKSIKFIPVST
NS3 helicase inh = blocks Hepatitis C virus NS3 helicase unwinding; AID 1800; NS3 helicase DNA unwinding, Cy5 molecular beacon fluorescence; hit rate 0.56% among 290,000; inhibition, % at 10.9 µM;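 active means inhibition above the mean of all tested compounds plus 3 SD, set per campaign, cut at about 35% in these data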;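 further: 0% = DMSO wells and 100% = thioflavine S control wells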
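System: Hepatitis C virus NS3 helicase domain fragment enzyme | Reagent: Annealed dual-labelled DNA beacon duplex, ATP-started | Compound dosing: 10.9 µM single point, 0.8% DMSO | Incubation: 1 h reaction at 25 °C, ATP-initiated | Technique: Cy5 fluorescence | Evaluation: Percent inhibition from t60/t0 fluorescence ratio | Benchmarks: Low DMSO, high thioflavine S at 110 µM | Replication: Singlicate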
GPR7 antagonist = blocks human GPR7 receptor signaling. GPR7-expressing cells, fluorescence antagonist assay. inhibition, % at 4.4 µM. hit rate 1.1% among 290,000. AID 1861; in the data active means inhibition above about 16%, passing the limit was not always enough;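 further: cells stimulated with the agonist NPW; 0% = agonist with vehicle and 100% = vehicle without agonist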
Target sequence (P48145 whole entry, looked up): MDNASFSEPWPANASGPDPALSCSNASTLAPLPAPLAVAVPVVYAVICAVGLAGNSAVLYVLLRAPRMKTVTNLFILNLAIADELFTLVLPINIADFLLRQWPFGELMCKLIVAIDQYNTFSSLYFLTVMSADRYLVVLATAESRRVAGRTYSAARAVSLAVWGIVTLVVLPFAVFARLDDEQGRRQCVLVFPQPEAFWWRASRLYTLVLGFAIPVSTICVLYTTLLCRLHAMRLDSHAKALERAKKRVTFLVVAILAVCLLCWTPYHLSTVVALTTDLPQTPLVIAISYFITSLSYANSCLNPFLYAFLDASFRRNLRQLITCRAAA
PHOSPHO1 block = PHOSPHO1 (human) inhibition; Q8TCT1; recombinant PHOSPHO1, absorbance phosphatase assay; inhibition, % at 13.3 µM; hit rate 1.1% among 290,000; in the data active means inhibition above about 60%
FID counter = fluorescent intercalator displacement, NS3 helicase counter-screen; inhibition, % at 7.9 µM; hit rate 0.17% among 290,000; DNA fluorescent intercalator displacement, fluorescence; in the data active means inhibition above about 37%;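 further: 0% = vehicle and 100% = reference compound; higher means more ethidium bromide displaced from hairpin DNA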
IMP-1 inhibitor = blocks Pseudomonas aeruginosa IMP-1 metallo-beta-lactamase; hit rate 0.45% among 290,000; inhibition, % at 5.6 µM; AID 1556; purified IMP-1, nitrocefin hydrolysis, epi-absorbance fluorescence;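 active means inhibition above the mean plus 3 SD of all compounds in the same screening run, cut at about 4.5% in these data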;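 further: 0% = IMP-1 with DMSO and 100% = DMSO wells lacking enzyme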
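Material – recombinant IMP-1 enzyme, purified · Amount – IMP-1 0.2 nM before substrate addition · Medium – HEPES buffer pH 7.1 with ZnSO4 and Brij 35 · Timing – 25 °C, 15 min preincubation, 25 min reaction · Measured by – plate fluorescence quenching by hydrolysis product, ex 480/em 530 nm · Read-out – percent enzyme inhibition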
The depositor's hits bear a star; nt = no result given; & = joins results of further samples. Rows were taken by chance (roughly 4.3% active in at least one column).

mol,VIM-2 inh,GalR3 antagonist,OXTR agonist,V1R ag counter,NS3 helicase inh,GPR7 antagonist,PHOSPHO1 block,FID counter,IMP-1 inhibitor
O=C(O)C(Cc1c[nH]c2ccccc12)NS(=O)(=O)c1ccc(Cl)c(C(F)(F)F)c1 (stereo not given),0.1,-8,-0.9,0.0,9,-9,24,-28,-2.4
CCCC(=O)Nc1ccc(C(=O)NNC(=O)c2ccco2)cc1,-3.3,-6,-0.6,-0.1,-7,-2,3,-9,-1.9
CC1CCCC(NC(=O)C2CCC(CNc3c(N4CCCC4)c(=O)c3=O)CC2)C1C (stereo not given),0.3,2,-0.7,1.0,-4,-5,3,-29,-2.8
Cc1cc(OCC(O)CN2CCc3ccccc3C2)cc(C(C)C)c1 (stereo not given),0.5,-13,-0.5,0.2,-68,15,33,10,0.8
Cn1c(=N)n(CC(=O)C(C)(C)C)c2ccccc21,-0.1,-2,-1.3,-0.5,-8,1,-51,1,-3.4
COC(=O)c1cnn(-c2ccc(Cl)cc2)c1/C=N/NC(N)=S,-3.8,-8,-1.3,4.8,-15,-15,23,-17,-4.6
COC(=O)C1=C(NC(=O)c2ccccc2C)CCS1,2.6,-5,-2.7,-1.8,-7,4,7,-4,2.2
O=C(Nc1ccc2c(c1)OCCO2)N1CCN(c2ccccc2)CC1,-9.5,-1,1.3,1.2,-2,-9,3,-13,-2.0
Cc1cnc(C(=O)NC(C)CCc2ccccc2)cn1 (stereo not given),-3.3,2,-0.4,0.8,1,-1,16,-14,-3.2
COCCn1c(SCC(=O)N(C)c2ccccc2)nc2c([nH]c3ccccc32)c1=O,3.4,-3,-0.7,-1.1,18,31*,48,-41,2.9
O=C(Nc1ccc2c(c1)OCCO2)c1oc2ccccc2c1NC(=O)C1CC1,-0.2,-6,-2.2,-1.8,8,-6,21,-3,-2.4
CCOC(=O)N1CCC(Nc2c(NCCCN(CC)Cc3ccccc3)c(=O)c2=O)CC1,0.2,-5&1,0.3,0.9,1,-13,-2,3,-2.0
Cc1cc(C)c(C)c(S(=O)(=O)NCc2ccc(C(=O)N3CCCCC3)cc2)c1C,-3.7,1,3.5,2.8,-6,-9,7,-40,-2.8
CCOc1ccccc1-n1c(=S)sc2c(=O)n(-c3ccc(F)cc3)c(SCC(=O)O)nc21,-1.2,-7,0.5,0.4,-2,-24,54,-20,-4.3
Cc1cc(C(=O)CSc2nnnn2-c2ccccc2)c(C)n1CC1CCCO1 (stereo not given),-0.2,-1,0.9,1.2,8,1,51,-3,-3.9
ON1C(c2ccccc2C(F)(F)F)N(O)[C@H]2CCCC[C@H]21 (stereo not given in full),-0.3,0,1.3,0.5,1,-2,31,0,-4.6
CCCCC(=O)N/N=C(C)/C=C/c1ccccc1F,-3.1,-6,nt,nt,15,-12,24,-7,-1.5
CCOc1cc(C(=O)Nc2ccon2)cc(OCC)c1OCC,-1.9,0,-2.1,-1.7,-3,-15,-2,-16,1.1
CCC(=O)N(C)CCc1cc2c(c(OC)c1/C=N/NC(=O)c1ccncc1)OCO2,-2.1,-5,0.2,1.1,2,-1,8,-20,-1.5
Cc1ccc(NS(=O)(=O)c2c(C(=O)N3CCOCC3)c(C)n(C)c2C)cc1,-2.1,2,-0.8,-0.4,1,-3,34,-5,-2.0
Cc1ccc(-n2nc3c(=O)n(C(C)C(=O)NC4CC4)nc(C)c3c2C)cc1 (stereo not given),0.1,-1,-1.4,0.8,13,-3,-4,-17,-1.4
CCC(OC(=O)C(NC(=O)c1ccccc1)c1ccccc1)C(=O)Nc1cc(C)on1 (stereo not given),0.7,-5,-0.3,1.3,-2,8,-2,-17,-0.5
Cc1ccc(NC(=O)C2CCN(S(=O)(=O)c3ccc4c(c3)C(C)(C)C(=O)N4C)CC2)c(C)c1,3.7,5,-1.4,-1.3,26,30*,25,-41,0.9
CCOC(=O)c1cc(-c2csc(COc3ccccc3)n2)on1,-0.8,-9,-2.1,1.3,-7,8,-1,-12,-3.1
COCC(C)n1c(SCC(=O)NCCC2=CCCCC2)nc2ccccc2c1=O (stereo not given),-0.6,-1,-2.5,-0.9,-5,-1,-14,-34,-2.1
CCc1nc(N2CCN(S(C)(=O)=O)CC2)c2c3c(sc2n1)CCCC3,0.9,2,-2.2,-0.1,-22,11,36,-23,-0.3
COc1cc(/C=C2\SC(=O)N(c3cccc(Cl)c3)C2=O)cc([N+](=O)[O-])c1O,-4.4,-5,nt,nt,23,-9,13,-12,3.9
NS(=O)(=O)c1ccc2nc(NC(=O)CS(=O)(=O)c3ccccc3)sc2c1,0.0,-5,-1.9,2.6,3,6,-3,-10,-2.5
CCC(=O)Nc1ccc(C(=O)NNC(=O)c2cccs2)cc1,-2.7,-5,0.2,0.1,-1,-6,-14,2,-1.5
CCn1c(SCC(=O)N2CCN(C(=O)c3ccco3)CC2)nnc1C(C)C,-2.5,-5,-0.3,1.0,4,-11,40,-6,-1.9
COC(=O)c1ccc(NC(=S)Nc2ccccc2)cc1,-3.1,-12,1.1,0.5,1,-8,17,5,-1.3
COc1ccccc1CN(C(=O)CNC(=O)c1ccco1)C(C(=O)NCC1CCCO1)c1ccc(OC)c(OC)c1 (stereo not given),-2.3,-3,0.8,1.1,27,7,30,-34,-1.2
CCOC(=O)N1CCC(NC(=O)CS(=O)(=O)Cc2nc(-c3ccccc3Cl)oc2C)CC1,0.3,1,5.3,8.3,-4,-5,14,-51,-0.7
OCCCCc1nccc2c1[nH]c1ccccc12,-0.8,-12,1.4,0.8,-4,-4,30,-2,-2.0
CC(=O)c1nnn(-c2c(F)cccc2F)c1C,-2.9,-4,-1.5,0.0,-5,-13,25,-1,-3.9
O=C(CSCc1ccc(Cl)cc1)Nc1ccc(O)cc1C(=O)O,-0.3,-9,-0.6,-1.1,11,-16,40,-16,-4.7
O=C(CCN1C(=O)C2C3C=CC(C3)C2C1=O)Nc1ccc(F)cc1 (stereo not given),-4.5,4,-0.4,0.9,-2,-5,28,3,-1.8
COc1ccc(S(=O)(=O)N2CCC(c3cc(-c4cccc5ccccc45)n[nH]3)CC2)cc1,1.6,-5,3.8,1.1,-15,-4,40,-15,-1.4
CC(C)=CC(=O)NCCc1ccccc1,-3.4,-3,0.2,1.3,4,-10,2,0,-4.2
CC(=O)NC(C)C12CC3CC(CC(CC(=O)O)(C3)C1)C2 (stereo not given),-2.2,-9,0.2,0.6,-6,-19,0,-6,-6.4
CC(=O)c1cccc(NC(=O)c2cccc(S(=O)(=O)N3CCOCC3)c2)c1,-0.4,-2,0.2,-0.3,0,-3,36,-10,-0.8
Cc1cc2c(OCC(O)CNC(C)(C)C)cccc2[nH]1 (stereo not given),-3.8,1,0.0,0.1,-5,-6,12,-1,-5.9
C#CCNC(=O)C1=C[C@@H](C2CC2)C[C@@H](OCCCCO)O1,nt,7,0.5,-0.4,nt,nt,31,nt,nt
Cc1ccc(S(=O)(=O)N(C)c2cc(S(=O)(=O)N3CCC(C)CC3)c(C)cc2C)cc1,-1.2,-2,0.7,-0.8,-8,-1,34,-22,-0.4
Clc1cccc(Cl)c1-c1nnc2cccc(Cl)n12,-0.1,-4,0.2,0.6,6,-2,-15,-4,-1.5
Cc1cc(C)cc(NC(=S)/C(=C(\[O-])c2ccc(Cl)s2)[n+]2cccc(C)c2)c1,-2.5,-1,-0.2,-1.4,17,-5,15,7,-2.2
Cc1ccc(NC=C(S(=O)(=O)c2ccccc2)S(=O)(=O)c2ccccc2)cc1,1.3,-2,0.0,1.5,-5,-3,-9,-3,-1.4
Cn1cnc2c(=O)[nH]cc([N+](=O)[O-])c21,-1.3,3,-1.4,-0.6,-2,0,9,-5,-2.6
CCCCSc1nc2[nH]ncc2c(=O)[nH]1,-2.3,-2,-0.8,-1.1,-9,-1,6,-13,-1.5
Cc1ccc(S(=O)(=O)NCCC(=O)NCc2ccc3c(c2)OCO3)cc1C,-1.4,6,-2.1,0.6,0,4,7,-15,-1.7

(cont.)
mol,VIM-2 inh,GalR3 antagonist,OXTR agonist,V1R ag counter,NS3 helicase inh,GPR7 antagonist,PHOSPHO1 block,FID counter,IMP-1 inhibitor
CCOC(=O)c1c(C)nc2c(c(SC)nn2-c2ccccc2)c1N,0.3,-4,-1.1,0.1,8,-18,27,-4,-2.8
O=C(COC(=O)c1ccc[nH]c1=O)NCC1CCCO1 (stereo not given),-1.4,-6,0.2,-1.1,-5,-1,-20,4,-1.1
CCC(C(=O)NCCCN1CCN(C)CC1)n1nc(C)n2c(cc3occc32)c1=O (stereo not given),0.3,-8,-0.1,0.6,-7,-10,29,-9,-0.4
CCCCCN(C(=O)NC(=O)Nc1ccccc1C)S(C)(=O)=O,-1.8,-2,2.0,0.7,2,2,-6,0,-2.1
C[C@@H](C(=O)Nc1ccc2ccccc2c1)[C@H]1C[C@]1(C)[C@H](NC(=O)c1cccnc1)c1ccccc1,-0.8,-8,1.7,-0.4,-15,17,21,-37,-2.7
Nc1nnc(SCC(=O)OCC(=O)c2ccccc2)s1,-3.3,-4,-1.9,-0.5,9,-12,12,-27,3.0
CCOC(=O)c1csc(NC(=O)CSc2nnnn2-c2ccc(OCC)cc2)n1,-0.1,0,nt,nt,-3,-6,5,0,3.4
COCc1cc(C)nc(SCC(=O)Nc2cccc(C)c2)c1C#N,-1.4,-1,0.9,1.4,16,-2,9,-18,-1.0
COc1cccc(C(=O)N2CCN(S(C)(=O)=O)CC2)c1,-2.4,-6,0.3,0.6,11,-7,14,-6,0.2
Cc1nc(N2CCN(c3ccccn3)CC2)c2c(C)c(C(=O)Nc3ccc(F)cc3Cl)sc2n1,0.1,-4,-0.7,-0.1,-13,-27,28,-34,-2.8
Cc1ccc(N=C2C(=O)Nc3ccc(C)c(Br)c32)cc1,4.8,nt,-0.9,0.9,6,10,5,-5,-0.4
CC1CN(c2nnc(NC(=O)c3ccccc3)s2)CC(C)O1 (stereo not given),-4.5,-8,-1.6,1.4,2,-9,20,-24,-2.6
O=C(COc1ccc(Cl)cc1)NC1CC1,-0.8,3,nt,nt,-5,1,-6,-4,-2.6
CCC(CC)NC(=O)COC(=O)c1cccc(C)c1O,-0.6,-2,-0.5,-0.3,1,-4,0,-3,-0.8
O=C1CCCC2=C1C(c1ccccc1)C1C(=O)c3ccccc3C1=N2 (stereo not given),-2.7,0,-1.8,-0.8,14,-8,5,9,-3.4
Cc1nn(C)cc1CNC(=O)/C=C/c1cnn(C)c1,-1.4,-4,0.1,1.8,-3,2,-3,0,-0.4
